High-throughput results: PubChem BioAssay, several laboratories
IMP-1 inhibitor: blocks Pseudomonas aeruginosa IMP-1 metallo-beta-lactamase | 0.45% of 290,000 active | purified IMP-1, nitrocefin hydrolysis, epi-absorbance fluorescence | AID 1556 | inhibition, % at 5.6 µM;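 active = inhibition above the mean plus 3 SD of all compounds in the same screening run, cut at about 4.5% in these data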;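 also: 0% = IMP-1 with DMSO and 100% = DMSO wells lacking enzyme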
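Test system: recombinant IMP-1 enzyme, purified / Medium: HEPES buffer pH 7.1 with ZnSO4 and Brij 35 / Doses: single dose, 5.6 µM / Times: 25 °C, 15 min preincubation, 25 min reaction / Detection: Epi-absorbance via hydrolysed-nitrocefin quenching of white-plate fluorescence, 480/530 nm, EDTA stop / Evaluation: percent inhibition from optical density relative to buffer-blank wells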
VIM-2 inhibitor: inhibitors of Pseudomonas aeruginosa VIM-2 metallo-beta-lactamase; inhibition, % at 5.6 µM; purified VIM-2, nitrocefin hydrolysis, epi-absorbance fluorescence; 0.89% of 290,000 active;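 active = inhibition above the mean of all tested compounds plus 3 SD, cutoff set per screening run, cut at about 7.5% in these data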;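 also: red hydrolysis product quenches plate fluorescence so inhibitors raise well fluorescence; 0% = enzyme with DMSO and 100% = DMSO without enzyme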
GalR3 antag: blocks the human galanin receptor 3; HEK293 GalR3-CNG cAMP membrane potential fluorescence; galR3 body fused to GalR1 C-terminus; 0.44% of 360,000 active; AID 651719; inhibition, % at 3 µM;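 active = inhibition above the screen-wide average plus 3 SD, cut at about 13% in these data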;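 also: forskolin and galanin both at EC90 stimulate the cells; cAMP rise reported by CNG channel membrane potential dye signal; 0% = forskolin plus galanin with DMSO and 100% = forskolin alone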
GPR7 antagonist: antagonists of human GPR7 (neuropeptides B/W receptor 1). GPR7-expressing cells, fluorescence antagonist assay. inhibition, % at 4.4 µM. 1.1% of 290,000 active; in the data active = inhibition above about 16%, passing the limit was not always enough;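 also: cells stimulated with the agonist NPW; 0% = agonist with vehicle and 100% = vehicle without agonist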
HCV NS3 hel inh: blocks Hepatitis C virus NS3 helicase unwinding. NS3 helicase DNA unwinding, Cy5 molecular beacon fluorescence. inhibition, % at 10.9 µM. 0.56% of 290,000 active;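 active = inhibition above the mean of all tested compounds plus 3 SD, set per campaign, cut at about 35% in these data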;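 also: 0% = DMSO wells and 100% = thioflavine S control wells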
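Compound dosing – single dose, 10.9 µM nominal final, DMSO 0.8% final · System – NS3 helicase fragment of HCV · Buffer or medium – MOPS pH 6.5, MgCl2, DTT, Tween20, BSA · Signal – Cy5 beacon fluorescence read at start and 1 h · Also added – annealed dual-labelled DNA beacon duplex, ATP-started · Schedule – 1 h at 25 °C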
V1R ag counter: V1a receptor agonism, counter-screen for OXTR agonists. P37288. CHO-V1R cells, Fluo-8 calcium fluorescence, agonist mode; 0% DMSO, 100% 3 nM vasopressin. activation, % at 3 µM. 0.25% of 320,000 active. AID 2797;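 active = activation above the mean activation of all tested compounds plus 3 SD, per screening run, cut at about 20% in these data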;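 also: signal is peak over basal fluorescence ratio across a 100 second FLIPR read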
Target sequence (P37288 whole entry, looked up): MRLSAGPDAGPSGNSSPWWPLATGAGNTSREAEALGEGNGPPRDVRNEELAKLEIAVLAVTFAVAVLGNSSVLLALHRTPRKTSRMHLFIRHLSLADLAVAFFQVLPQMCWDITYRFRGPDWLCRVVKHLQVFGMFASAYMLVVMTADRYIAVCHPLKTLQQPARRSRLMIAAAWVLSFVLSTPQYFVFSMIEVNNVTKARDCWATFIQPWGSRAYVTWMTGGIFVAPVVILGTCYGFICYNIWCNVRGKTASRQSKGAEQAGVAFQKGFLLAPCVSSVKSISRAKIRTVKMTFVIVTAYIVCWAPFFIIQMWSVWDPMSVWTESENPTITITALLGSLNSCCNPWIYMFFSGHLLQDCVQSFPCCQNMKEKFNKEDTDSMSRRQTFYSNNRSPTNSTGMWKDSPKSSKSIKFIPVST
DNA FID counter: fluorescent intercalator displacement, NS3 helicase counter-screen. AID 1845. inhibition, % at 7.9 µM. 0.17% of 290,000 active. DNA fluorescent intercalator displacement, fluorescence; in the data active = inhibition above about 37%;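 also: 0% = vehicle and 100% = reference compound; higher means more ethidium bromide displaced from hairpin DNA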
PHOSPHO1 inh: PHOSPHO1 (human) inhibition; AID 1565; 1.1% of 290,000 active; inhibition, % at 13.3 µM; recombinant PHOSPHO1, absorbance phosphatase assay; in the data active = inhibition above about 60%
Target sequence (Q8TCT1 whole entry, looked up): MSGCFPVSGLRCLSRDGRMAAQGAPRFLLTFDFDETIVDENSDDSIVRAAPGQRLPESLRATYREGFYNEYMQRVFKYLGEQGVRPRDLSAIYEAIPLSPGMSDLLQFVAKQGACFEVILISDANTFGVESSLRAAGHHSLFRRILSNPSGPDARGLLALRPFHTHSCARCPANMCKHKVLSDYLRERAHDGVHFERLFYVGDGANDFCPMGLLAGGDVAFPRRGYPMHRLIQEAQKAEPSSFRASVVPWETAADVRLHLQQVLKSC
OXTR agonist: activates the human oxytocin receptor; AID 2435; activation, % at 3 µM; 0.32% of 320,000 active; CHO-OTR cells, Fluo-8 calcium fluorescence; normalized: DMSO 0%, oxytocin 100%;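 active = activation above the mean of all tested compounds plus 3 SD, cutoff set per screening run, cut at about 20% in these data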;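 also: peak over basal fluorescence ratio from a 100 s FLIPR kinetic read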
Target sequence (P30559 whole entry, looked up): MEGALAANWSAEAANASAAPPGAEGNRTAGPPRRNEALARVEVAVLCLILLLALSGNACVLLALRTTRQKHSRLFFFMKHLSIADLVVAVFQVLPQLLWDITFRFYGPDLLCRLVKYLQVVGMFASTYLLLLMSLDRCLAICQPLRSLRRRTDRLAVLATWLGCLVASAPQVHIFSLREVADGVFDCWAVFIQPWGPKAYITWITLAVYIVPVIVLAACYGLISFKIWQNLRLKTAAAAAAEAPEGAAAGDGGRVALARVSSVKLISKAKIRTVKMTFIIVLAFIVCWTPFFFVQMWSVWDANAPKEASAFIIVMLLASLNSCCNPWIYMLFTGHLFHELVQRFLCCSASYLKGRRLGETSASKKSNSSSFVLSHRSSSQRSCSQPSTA
Active calls of the source: *; nt = not tested or not shown.

SMILES	IMP-1 inhibitor	VIM-2 inhibitor	GalR3 antag	GPR7 antagonist	HCV NS3 hel inh	V1R ag counter	DNA FID counter	PHOSPHO1 inh	OXTR agonist
CCOc1ccc(N/C(N)=N/c2nc(C)c(C)c(=O)[nH]2)cc1	-2.0	0.4	-4	6	-6	0.6	-12	22	1.2
CCOc1nc(C)nc(NC(=O)NS(=O)(=O)c2ccccc2Cl)n1	-4.1	-4.8	-1	-4	5	-0.3	-2	9	1.1
CC(C)n1c(-c2ccccc2)nc(=S)c2c1CCCC2	-3.6	0.3	8	-10	2	0.6	-1	-6	-1.1
Cc1ccc2nc(COc3ccc(N(C)S(=O)(=O)c4ccccc4)cc3)cc(=O)n2c1	-1.4	-1.2	-4	-13	2	12	-9	2	6.1
COc1ccc(S(=O)(=O)CCc2nnc(NC(=O)c3ccc(F)cc3)s2)cc1	-3.1	1.0	-4	-2	-5	-0.1	-10	31	0.2
COC(=O)C1=C(CS(=O)(=O)c2ccccc2)NC(=O)NC1c1ccc(O)cc1 (stereo unspecified)	0.5	-6.0	-10	-4	5	0.1	4	24	-0.1
COc1cccc(NC(=O)N2CCCC2C(=O)NC2CCCCC2)c1 (stereo unspecified)	-2.7	-0.6	-6	-3	1	-0.6	-7	26	0.4
O=S(=O)(NCC1CCCO1)c1ccc(Cl)nc1 (stereo unspecified)	-1.9	-0.2	-7	-17	-8	0.1	0	17	-0.3
Cc1ccc(SC[C@H](Cc2ccccc2)N2CCN(CCc3ccccc3)CCC2=O)cc1	nt	nt	-6	nt	nt	-1.2	nt	31	-1.8
CCOC(=O)C(=CNc1cc(C)ccn1)C(=O)OCC	-4.4	-0.7	-2	-4	3	-0.6	-10	2	-1.8
O=C(NC1CCCC1)c1csc2c1CCCC2	-1.5	-0.5	nt	2	-15	-1.8	-3	10	-2.1
N#CCc1nn(-c2ccccc2)c(N)c1C#N	-2.3	-3.0	-4	0	0	0.7	0	4	0.0
COc1ccccc1-c1nnc(SCC(=O)Nc2ccccc2)o1	0.1	0.9	-2	9	-2	1.2	-17	3	2.6
COc1ccc(C(=O)OCC2CC(c3ccccc3)=NO2)cc1OC (stereo unspecified)	-2.4	-2.6	-4	-19	0	0.3	-22	27	-1.1
Cc1cccc(C)c1NC(=O)C1C2C=CC(C2)C1C(=O)O (stereo unspecified)	-2.1	-2.8	-1	-7	-5	0.1	-1	3	1.1
CCOC(=O)c1c(C)[nH]c(C)c1C(=O)CSc1nc2ccccc2c(=O)n1-c1ccc(C)cc1	0.1	-3.9	-4	-13	-14	0.2	-25	2	-1.4
CCN(CC)CCn1c(O)c(N=O)c2ccccc21	-4.3	-5.2	-4	-16	5	0.2	-2	15	0.8
Cc1nc(C)c(-c2ccc(SCc3ccc([N+](=O)[O-])cc3)nn2)s1	0.1	2.9	2	9	16	2.2	-17	44	2.1
O=C(NCC(c1cccnc1)N1CCN(c2ccc(F)cc2)CC1)OCc1ccccc1 (stereo unspecified)	-0.4	-0.3	-2	3	3	7.5	-3	15	4.1
CCOC(=O)C1CCN(C(=O)c2cccc(S(=O)(=O)Nc3ccc(C)cc3C)c2)CC1	-2.8	0.9	-7	6	-4	1.2	-34	17	-0.3
S=C(NCCNC(=S)Nc1ccccc1Cl)Nc1ccccc1Cl	-1.0	-1.6	-12	6	2	11	-6	20	10
COc1ccc2[nH]c3c(NCCC4=CCCCC4)ncnc3c2c1	-1.8	-2.0	-7	23*	-62	nt	20	-5	nt
Cn1c(C(=O)OC(C(=O)NC(C)(C)C)c2cccnc2)cc2sccc21 (stereo unspecified)	-0.9	0.1	-4	-1	0	-1.1	-21	26	-1.3
CCOC(=O)c1cnn(-c2ncnc3sc4c(c23)CCC4)c1N	-1.9	-0.8	-2	-1	-1	-0.1	-4	6	-0.5
CCOC(=O)c1csc(NC(=O)CN2CCCCC2)n1	-1.1	-3.1	-2	-8	0	0.8	-7	33	0.5
O=C(Cn1cnc2cc([N+](=O)[O-])ccc2c1=O)Nc1ccc2c(c1)CCC2	-3.5	-6.1	4	11	-5	0.2	11	26	-1.5
Cc1nn(-c2ccccc2)c2c1c(C)c(CCC(=O)N1CCOCC1)c(=O)n2C	-1.6	10*	nt	-5	-10	1.5	-44	16	0.2
Cc1ccc(-c2cc(-c3ccccc3)nc(N/N=C/c3cccnc3)n2)cc1	-1.7	-5.7	-6	-7	-7	-0.9	-21	nt	-1.4
COCCCn1cc(C(=O)c2cc(Br)ccc2O)cc(C#N)c1=O	-2.2	-1.2	-4	-15	9	1.3	-8	-8	0.5
CCC(=O)Nc1c2c(nn1-c1cccc(Cl)c1)CSC2	-0.8	-2.1	1	-4	-3	-0.9	-2	-9	-0.7
CCCC1Cc2nc(N3CCCCC3)c(C#N)cc2CO1 (stereo unspecified)	-1.4	-2.8	nt	-11	5	-1.1	-12	-21	-1.8
Cc1nc(-c2nc(-c3c(C(=O)NN)noc3C)cs2)cs1	-3.7	-0.6	-4	-23	-10	-0.5	-13	-23	-1.7
Cc1nc(SCc2cccc(Oc3ccccc3)c2)n[nH]1	-3.2	-1.2	-4	-5	-20	1.4	-4	-18	0.9
Cn1c(/C=C/c2ccccc2)nc2ccccc2c1=O	-0.4	1.8	-10	7	18	0.2	-11	15	-1.5
Cc1cccc(NCc2nc3ccccc3n2C)c1	-1.9	-4.0	-6	1	-7	2.5	-5	12	0.5
Cc1ccc(CNC(=O)Cc2ccc(-n3cccc3)cc2)cc1	-3.2	-0.2	-4	-2	9	0.5	-5	-14	-1.1
COC(=O)c1c(C)[nH]c(C)c1C(C)=O	-3.5	-4.4	-4	-6	-6	0.0	0	25	0.7
Nc1c(-c2ccccc2)c(CN2CCOCC2)nn1-c1ccc(F)cc1	-3.5	-2.3	8	-5	12	-0.9	-3	-14	-1.8
COc1ccccc1N1CCN(S(=O)(=O)c2cc(Br)cnc2N)CC1	-0.3	-3.2	-1	-4	-16	1.5	-40	64*	-2.4
CN(C)CCNC(=O)COc1cccc(Cl)c1	-1.4	0.2	0	-5	1	0.7	4	-2	0.2
O=[N+]([O-])c1cccc(-c2nc(-c3ccncc3)no2)c1	-2.0	-3.9	1	-9	1	-0.6	-2	34	-0.7
Cc1ccc(NC(=O)Cn2nc([N+](=O)[O-])c(Br)c2C)cc1C	-0.4	-0.7	-4	2	-4	1.4	13	28	2.2
CCS(=O)(=O)CCSc1nc2c(cc1C#N)CCCC2	-4.8	-3.2	1	-20	-2	0.5	4	-25	-0.4
Cc1ccccc1-c1nc(CS(=O)(=O)CC(=O)N2CCc3ccccc3C2)c(C)o1	-0.1	1.7	1	4	-9	3.3	-32	2	-0.7
O=C(c1ccc2c(=O)n(C3CCCC3)c(=S)[nH]c2c1)N1CCN(C2CCCCC2)CC1	-3.1	-3.6	-4	1	-12	-0.1	1	5	-0.4
CC(=O)Nc1c(C(=O)N2CCCCCC2)cnn1-c1ccccc1	-2.1	-3.1	1	-6	0	0.6	-2	-2	0.1
CC(=O)Nc1ccc(CN2CCCC(CCC(=O)NCc3ccccc3F)C2)cc1 (stereo unspecified)	0.1	0.1	-5	-18	-2	0.3	2	-16	-0.2
CC(C)c1ccc(C(C(=O)NC2CCCCC2)N(C(=O)c2csnn2)C2CC2)cc1 (stereo unspecified)	-2.7	-0.8	-6	9	-4	-1.5	-42	35	-2.9
COC(=O)[C@@H](NC(=O)NCc1cccs1)C(C)C	-0.8	-1.2	-6	-1	-8	0.0	-1	2	0.0
COc1ccc(F)cc1S(=O)(=O)N1CCCN(S(=O)(=O)c2cc(F)ccc2OC)CC1	0.1	-4.1	0	-7	-6	7.1	-11	-13	7.1
COc1ccccc1OCc1ccc(C(=O)N2CCN(C)CC2)o1	-1.9	-1.6	-6	-3	6	0.8	-3	-7	0.6
COc1ccc(CN2CCCC(C(=O)c3ccc(SC)cc3)C2)cc1Cn1cccn1 (stereo unspecified)	-3.3	-0.2	-1	6	-46	6.5	15	-50	5.4
Cc1c(C(=O)O)sc2nc3n(c(=O)c12)CCC3	-3.3	0.0	-1	-2	14	0.2	10	20	1.0
CC(C)COP(=O)(OCC(C)C)C(Nc1ccccc1)c1ccc(F)cc1 (stereo unspecified)	-1.7	-1.6	-8	18*	-9	-1.4	-32	-16	-2.7
O=C(c1ccc(CNc2c(N3CCCC3)c(=O)c2=O)cc1)N1CCc2ccccc2C1	-4.1	-1.7	0	-2	7	0.1	-24	2	0.7
CCCCn1c(N)c(N2CCOCC2)c(=O)n(CC(=O)NCCc2ccccc2)c1=O	0.0	0.1	-3	-13	1	1.2	-9	0	0.9
COc1ccc(Oc2ccccc2/C=C/C(=O)O)cc1	-2.9	0.8	-4	15	10	0.0	-21	0	0.8
CCN(Cc1ccccc1)C1CCN(Cc2ccc(SC)cc2)CC1	-0.5	-4.9	0	-6	-27	2.3	17	-24	1.8
NC(=O)COC(=O)c1ccc2c(c1)C(=O)N(Cc1ccco1)C2=O	-0.5	-1.4	1	-6	-1	0.9	-3	35	1.1
CC(=O)c1sc(NC(=O)CCCOc2ccc(Cl)cc2)nc1C	-2.1	-2.8	-6	-11	6	-0.6	1	18	-1.6

Four compounds from above, arranged by count of non-hydrogen atoms, high to low:
SMILES	IMP-1 inhibitor	VIM-2 inhibitor	GalR3 antag	GPR7 antagonist	HCV NS3 hel inh	V1R ag counter	DNA FID counter	PHOSPHO1 inh	OXTR agonist
Cc1ccc(-c2cc(-c3ccccc3)nc(N/N=C/c3cccnc3)n2)cc1	-1.7	-5.7	-6	-7	-7	-0.9	-21	nt	-1.4
COc1ccc(C(=O)OCC2CC(c3ccccc3)=NO2)cc1OC (stereo unspecified)	-2.4	-2.6	-4	-19	0	0.3	-22	27	-1.1
Cc1nc(SCc2cccc(Oc3ccccc3)c2)n[nH]1	-3.2	-1.2	-4	-5	-20	1.4	-4	-18	0.9
CCOC(=O)C(=CNc1cc(C)ccn1)C(=O)OCC	-4.4	-0.7	-2	-4	3	-0.6	-10	2	-1.8

Next results:
SMILES	IMP-1 inhibitor	VIM-2 inhibitor	GalR3 antag	GPR7 antagonist	HCV NS3 hel inh	V1R ag counter	DNA FID counter	PHOSPHO1 inh	OXTR agonist
Cc1ccc(NC(=S)NC(=O)/C=C/c2ccc(Cl)cc2)cc1	-1.0	1.3	2	9	-5	1.1	2	-9	0.1
COc1ccc(C(=O)OCC(=O)Nc2nc3c(F)c(F)c(F)cc3s2)cc1OC	-3.0	-3.5	-3	4	-1	0.0	0	24	0.1
O=C(COc1ccccc1[N+](=O)[O-])Nc1cccc(C(=O)Nc2ccccc2C(=O)O)c1	0.0	-1.4	-1	-12	-6	-0.5	17	10	-0.3
NC(=O)CC(NC(=O)Cc1cccc2ccccc12)c1ccc(NCc2ccccn2)c([N+](=O)[O-])c1 (stereo unspecified)	nt	nt	-2	nt	nt	-0.9	nt	16	-1.0
Cc1nc(CC(=O)NNS(=O)(=O)c2ccc(F)c(Cl)c2)cs1	-3.3	-1.4	1	-15	1	0.8	1	-4	-0.4
